# DT40 TDP1 CPT: DT40-hTDP1 cell growth loss with CPT | chicken DT40 Tdp1-/-;hTDP1 cells + 20 nM CPT, ATP luminescence, 48 h | Potency, µM (series often up to 46.2 µM), inactives show top-dose activity change, negative = growth inhibition, hits mostly inhibitors | 12% of 420,000 active | AID 686979; further: nearly all actives have a fitted effect of over 55% in size
#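 Chicken DT40 Tdp1-/- cells stably complemented with human TDP1 were seeded at 400 cells/well in medium containing 20 nM camptothecin, exposed to pin-transferred compounds, and grown at 37 °C for at least 48 hr. Viability was read as ATP luminescence.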
# TDP1 cell noCPT: qHTS for Inhibitors of human tyrosyl-DNA phosphodiesterase 1 (TDP1): qHTS in cells in absence of CPT; Potency, µM (titrated, usually from 46.2 µM), inactives show at the highest dose activity change, negative = growth inhibition, most hits filed as inhibitors; AID 686978, 2013; DT40 Tdp1-/- hTDP1 cells, no CPT, ATP luminescence, 48 h; 15% of 420,000 active; further: nearly all actives have a fitted effect of over 55% in size
#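 Luminescent ATP content (CellTiter-Glo) served as the growth readout. Knockout chicken DT40 cells expressing human TDP1 were exposed to compounds without camptothecin for a minimum 48 hr at 37 °C.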
# GCN5L2 inh: inhibitors of human GCN5L2 histone acetyltransferase; 0.21% of 390,000 active; Potency, µM (series often up to 58.9 µM), for inactives: at the highest dose activity change, negative = inhibition, usual class: inhibitors; AID 504327; GCN5L2 HAT assay, ThioGlo1 CoA-SH fluorescence; Q92830
# Target sequence (Q92830 whole entry, looked up): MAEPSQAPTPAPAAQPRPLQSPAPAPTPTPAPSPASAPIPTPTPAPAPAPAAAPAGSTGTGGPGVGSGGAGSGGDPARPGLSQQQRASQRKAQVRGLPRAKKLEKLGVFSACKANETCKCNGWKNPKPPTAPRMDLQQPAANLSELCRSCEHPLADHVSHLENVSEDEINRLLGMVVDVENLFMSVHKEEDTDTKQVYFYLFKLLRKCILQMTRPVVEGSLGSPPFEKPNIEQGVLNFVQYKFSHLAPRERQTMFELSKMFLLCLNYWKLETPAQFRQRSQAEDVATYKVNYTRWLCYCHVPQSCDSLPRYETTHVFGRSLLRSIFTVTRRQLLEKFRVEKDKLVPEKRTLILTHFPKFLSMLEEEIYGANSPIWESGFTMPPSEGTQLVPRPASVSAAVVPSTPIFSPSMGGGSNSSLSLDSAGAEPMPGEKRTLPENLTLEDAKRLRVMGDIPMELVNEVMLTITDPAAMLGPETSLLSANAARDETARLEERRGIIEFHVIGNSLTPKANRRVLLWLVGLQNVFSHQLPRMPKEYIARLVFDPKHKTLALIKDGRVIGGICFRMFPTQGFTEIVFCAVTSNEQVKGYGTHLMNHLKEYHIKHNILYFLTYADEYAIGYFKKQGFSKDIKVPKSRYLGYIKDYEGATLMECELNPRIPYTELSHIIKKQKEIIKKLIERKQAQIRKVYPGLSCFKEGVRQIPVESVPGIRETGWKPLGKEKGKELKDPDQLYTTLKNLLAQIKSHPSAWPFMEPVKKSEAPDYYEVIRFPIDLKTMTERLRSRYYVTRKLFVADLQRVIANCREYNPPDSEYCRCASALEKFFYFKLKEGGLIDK
#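 Compounds, pin-transferred from DMSO stocks, meet 20nM GCN5L2 for 15 min before the reaction begins with H3(1-25) peptide (75uM) and acetyl-CoA (70uM). Thiol-reactive ThioGlo1 reports CoA release over 20 min at room temperature.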
# The depositor's hits bear a star; ? = inconclusive; . = no result given; & = joins results of further samples; [ ] = dose if it differs, or a comment. The call rests on the fitted dose curve; in most records, active means well fitted curve in the direction sought with a large enough effect; inconclusive means small, poorly fitted or top-dose-only effect, or another doubt; inactive means no such curve, though single readings can be large; an effect the other way counts as inactive or inconclusive. On the % scale 0 is the no-effect control and ±100 the full control effect; potency means the concentration at half of the fitted maximal effect. This is a subset; rates above refer to the full screens.
SMILES,DT40 TDP1 CPT,TDP1 cell noCPT,GCN5L2 inh
Cn1c(O)c(C=NCCN2CCOCC2)c(=O)n(C)c1=S,2%,?,-18%
Cc1cccc(OC(C)C(=O)NCC2(N(C)C)CCCCC2)c1C (stereo not given),-24%,-26%,-9%
O=[N+]([O-])c1cc(-n2cnnn2)c(O)c([N+](=O)[O-])c1,0%,3%,-14%
O=C1/C(=C\c2cccnc2)N2CCC1CC2,2%,?,-1%
CCOc1ccc(C2C(C#N)=C(N)Oc3c2c(=O)oc2ccccc32)cc1 (stereo not given),-17%,?,-9%
COc1ccc2c(c1O)-c1cccc3c1[C@@H](C2)N(C)CC3,5%,?,-11%
CC1=C2C3OC(=O)[C@H](C)[C@H]3CC[C@@]2(C)C=CC1=O (stereo not given in full),1%,-16%,.
C[C@](N)(CCP(=O)(O)O)C(=O)O,8%&0%,17%&-8%,?
COc1cccc(CNCCc2cccc(F)c2)c1OC,?,?,-4%
CC(C)C[C@H]1COc2cccc(N3CCN(C)CC3)c2S(=O)(=O)N1,0%,-11%,.

# Next part, overlapping the part above by 2 compounds.
SMILES,DT40 TDP1 CPT,TDP1 cell noCPT,GCN5L2 inh
COc1cccc(CNCCc2cccc(F)c2)c1OC,?,?,-4%
CC(C)C[C@H]1COc2cccc(N3CCN(C)CC3)c2S(=O)(=O)N1,0%,-11%,.
CCOC(=O)[C@]12Cc3cc(OC)ccc3[C@H]1N(Cc1ccccc1)C(=O)c1cc(F)c(F)cc12,?,?,.
CCC1(CC)C(=O)NC(=O)N(c2ccccc2)C1=O,8%,2%,.
COc1cccc(C(C(=O)NCc2ccco2)N(Cc2ccco2)C(=O)Cn2nnc3ccccc32)c1 (stereo not given),?,?,0%
Cc1cc(C(=O)O)c(C)n1C1CC1,5%,2%,-7%
COc1ccc(N=Cc2c(O)n(Cc3ccccc3)c(=S)[nH]c2=O)c(OC)c1,-14%,?,-9%
Cc1ccsc1CNCCc1ccccc1F,3%,4%,-6%
Cn1nc(C(C)(C)C)cc1C(=O)N1CCCCC1c1cc(C(=O)Nc2ccc(F)c(Cl)c2)no1 (stereo not given),21µM*,?,.
C[N+](C)(C)CCOC(=O)C(O)(c1ccccc1)c1ccccc1,-5%,-1%,?
CC(C)(C)c1cc(C=C(C#N)C#N)cc(C(C)(C)C)c1O,0.65µM*,0.65µM*,-17%&-10%
CN(C)CCO,-8%,9%,3%
CCOC(=O)c1c(C)n(CCOC)c2ccc(O)cc12,?,?,-13%
Cc1cccc(OP(N)(=O)Oc2cccc(C)c2)c1,3%,?,2%
Cc1ccc(CS(=O)(=O)CCC(=O)N2CCC3(CC2)OCCO3)cc1,-8%,1%,-5%
CC(=O)OC1(c2ccccc2)CCN(CCc2ccccc2)CC1,?,22µM*,.
CCOC(=O)N1CCN(C(=O)Cn2ncc3c4ccccc4n(Cc4ccc(F)cc4)c3c2=O)CC1,1.6µM*,1.8µM*,-2%
CN(C)C1C(=O)C(C(N)=O)=C(O)[C@@]2(O)C(=O)C3=C(O)c4c(O)cccc4[C@@](C)(O)C3C[C@@H]12 (stereo not given in full),21µM*,?,.
Brc1ccccc1,17%,17%,-25%
C#C[C@]1(O)C=C[C@H]2[C@@H]3CCC4=CC(=O)CC[C@@H]4[C@H]3CC[C@@]21CC,15µM*,15µM*,.
CN(C)c1ccc(P(=S)(N(C)C)N(C)C)cc1,?,?,-6%
CCCCCn1c(=O)c(C(=O)Nc2nc3ccccc3[nH]2)c(O)c2ccccc21,2.9µM*,5.2µM*,0%
Nc1c(C(=O)Nc2ccc(Cl)c(C(F)(F)F)c2)sc2nc3c(cc12)N1CCC3CC1,13µM*,13µM*,-1%
Cc1nn(Cc2ccccc2)c(C)c1C(=O)OCC(=O)NC1CCS(=O)(=O)C1 (stereo not given),12%,-17%,0%
OC1(CN2CCOCC2)C2CC3CC(C2)CC1C3 (stereo not given),-2%,-16%,-12%
Cc1ccc(C(=O)N/C(=C\Cl)P(=O)(c2ccccc2)c2ccccc2)cc1,10%,?,3%
CC(C)CN1Cc2cc(N3CCCCC3)ccc2-n2nncc2C1,?,?,.
O=C(NC1CN2CCC1CC2)c1cccc(Cl)c1 (stereo not given),2%,-23%,11%
CC(C)CCC1(CCc2ccncc2)C(=O)NC(=O)NC1=O,-2%,?,-15%
COC(=O)C1=C(c2cccc(OC)c2OC)C[C@@H]2CC[C@H]1N2C(=O)NCc1ccccc1,-11%,-29%,.
COc1ccc(/C=C/C(=O)Nc2ccc(C)cc2)cc1,-24%,?,1%
CCNC(=O)C1CCCN(Cc2cc(C(F)(F)F)ccc2Cl)CC1 (stereo not given),26µM*,?,.
CCc1cccc(NC(=O)C2CCN(S(=O)(=O)c3ccc(Br)s3)CC2)c1,?,?,-14%
COCCOC(=O)c1c(C)n(C)c2ccc(OC(=O)N(C)C)cc12,-14%,-25%,-7%
Cc1ccc(-c2nc(NC(=O)c3ccc(S(=O)(=O)N(CCC#N)CCC#N)cc3)sc2-c2ccccc2)cc1,-20%,?,-5%
CC(C)Oc1cccc(C(=O)C2CCCN(C3CCOCC3)C2)c1 (stereo not given),-17%,?,-5%
O=C(c1cccn2c(=O)c3ccccc3nc12)N1CCC2(CC1)OCCO2,-13%,-14%,?
O=[N+]([O-])c1cccc(NP(=O)(Oc2ccccc2)Oc2ccccc2)c1,?,?,-8%
Cc1cc(/C=C2\C(=O)NC(=O)N(c3ccc(Cl)cc3)C2=O)c(C)n1C,-16%,?,-1%
C[C@@H]1CN([C@H](C)CO)C(=O)c2c(c3ccccc3n2C)-c2ccccc2CO[C@@H]1CN(C)Cc1ccc(O)cc1,21µM*,15µM*,.
CCCCn1c(=O)c(C(=O)NCc2ccc(Cl)cc2)c(O)c2ccccc21,-87%,?,-6%
COC(=O)C1=C(c2c(C)noc2C)C[C@@H]2CC[C@H]1N2C(=O)NC(C)C,6%,15%,-9%
N[C@@]1(C(=O)O)CC[C@@H](C(=O)O)C1,?,-5%,-10%&2%
COc1cccc(-n2cnc3scc(-c4cccs4)c3c2=O)c1,?,?,-4%
CCOC(=O)C1CCCN(C(=O)c2ccc3oc(Cc4ccccc4)nc3c2)C1 (stereo not given),-5%,?,-23%
COc1cccc(C(=O)C2CN(C)CC2c2ccc(Cl)cc2)c1 (stereo not given),?,?,3%
COc1ccc(C(=O)C2CCCN(Cc3cnc(C)s3)C2)c(OC)c1 (stereo not given),16µM*,8.2µM*,-2%
CN[C@H](C)[C@H](O)c1ccccc1,7%,-7%,-5%
CC(NCc1ccccc1Cl)C(O)c1ccccc1 (stereo not given),-26%,-15%,0%
COc1nc(NC2CCCCC2)nc(NC(C)(C)C)n1,?,12µM*,.
CCC(c1nnnn1C1CCCCC1)N1CCC2(CC1)C(=O)NCN2c1ccccc1 (stereo not given),?,?,.
CN1[C@H](CC(=O)c2ccccc2)CCC[C@H]1C[C@H](O)c1ccccc1,-2%,-25%,-9%

# Laid out differently: entries from further up
COC(=O)C1=C(c2cccc(OC)c2OC)C[C@@H]2CC[C@H]1N2C(=O)NCc1ccccc1
  DT40 TDP1 CPT = -11%
  TDP1 cell noCPT = -29%
  GCN5L2 inh = .
COc1ccc(/C=C/C(=O)Nc2ccc(C)cc2)cc1
  DT40 TDP1 CPT = -24%
  TDP1 cell noCPT = ?
  GCN5L2 inh = 1%
CCNC(=O)C1CCCN(Cc2cc(C(F)(F)F)ccc2Cl)CC1 (stereo not given)
  DT40 TDP1 CPT = 26µM*
  TDP1 cell noCPT = ?
  GCN5L2 inh = .
CCc1cccc(NC(=O)C2CCN(S(=O)(=O)c3ccc(Br)s3)CC2)c1
  DT40 TDP1 CPT = ?
  TDP1 cell noCPT = ?
  GCN5L2 inh = -14%

# Fetched by compound from the list above (four):
SMILES,DT40 TDP1 CPT,TDP1 cell noCPT,GCN5L2 inh
CCOC(=O)C1CCCN(C(=O)c2ccc3oc(Cc4ccccc4)nc3c2)C1 (stereo not given),-5%,?,-23%
CCC(c1nnnn1C1CCCCC1)N1CCC2(CC1)C(=O)NCN2c1ccccc1 (stereo not given),?,?,.
CC(NCc1ccccc1Cl)C(O)c1ccccc1 (stereo not given),-26%,-15%,0%
N[C@@]1(C(=O)O)CC[C@@H](C(=O)O)C1,?,-5%,-10%&2%

# (next part)
SMILES,DT40 TDP1 CPT,TDP1 cell noCPT,GCN5L2 inh
C[C@]1(O)CCC2C3CC[C@H]4C[C@@H](OC(=O)CNC(=O)CN)CC[C@]4(C)C3CC[C@@]21C (stereo not given in full),?,?,21%
CCN(CC)C(=O)c1ccc(NC(=O)c2cccc(F)c2)cc1,?,-17%,-5%[0.501 µM]
CCCCN1C(=O)/C(=C\c2ccco2)C(=O)N(CCc2ccccc2)C1=O,?,-20%,40µM*
Fc1cccc(-c2ccc3c(c2)CNCc2cnnn2-3)c1,-18%,-9%,.
Clc1cccc(NC2=NCCS2)c1,-2%,-20%,.
CCOc1ccc(CCNC(=O)c2ccc(-n3c(C)cc4c3CCCC4)cc2)cc1OCC,12µM*,12µM*,-6%
NCC(CC(=O)O)C1CCCCC1 (stereo not given),-13%,-5%,3%
CC(C)Oc1ccc(CC2(CCc3ccncc3)C(=O)NC(=O)NC2=O)cc1,-22%,?,-1%
Cc1ncoc1C(=O)NCC1=C(c2cccc3ccccc23)C[C@@H]2CC[C@H]1N2Cc1ccco1,?,?,.
O=c1[nH]c(O)c(C=NC2CCCCC2)c(=O)[nH]1,1%,1%,-6%
Cc1ccc(NC(=O)CN2C(=O)CN=C(c3ccccc3)c3ccccc32)cc1,?,?,-6%
CC(C)(C)C1(CCO)C(=O)NC(=S)NC1=O,-25%,-16%,.
OC1(c2ccc(Cl)cc2)CCN(Cc2c[nH]c3ccccc23)CC1,13µM*,16µM*,1%
O=c1[nH]c(=O)n(CCC2=CCCCC2)c(O)c1C=NCCCn1ccnc1,-27%,-21%,-6%
CC1=NCCc2c1[nH]c1ccccc21,-3%,-11%,-7%
O=C(O)C1C2c3ccccc3C(c3ccccc32)C1C(=O)Nc1ccccc1 (stereo not given),-8%,-18%,9%
CCOc1ccccc1NC(=O)NCc1ccc2c(c1)CCN2C(=O)c1ccccc1,23µM*,16µM*,-10%
CC(C)n1c(N2CCN(S(=O)(=O)c3cccc([N+](=O)[O-])c3)CC2)nc2ccccc21,?,12µM*,-3%
CCC(=NCCc1ccccc1)c1c(O)[nH]c(=O)[nH]c1=O,4%,-18%,-1%
COc1cc2c(cc1O)CC1c3c(cc(O)c(OC)c3-2)CCN1C (stereo not given),-28%&2%&-6%,-25%&-14%&-18%,-7%&-1%

# Source: PubChem BioAssay
